Runt-SMMHC FRET = inhibitors of RUNX1 Runt–CBFb-SMMHC binding, primary screen, biochemical, FRET, Cerulean-Runt, Venus-CBFb-SMMHC, uHTS. AID 1434, 2008. inhibition, % at 20 µM. Cerulean-Runt/Venus-CBFb-SMMHC FRET ratio 530/480, 1 h. actives 0.74% (n = 220,000). Runt-related transcription factor 1 (Homo sapiens) + Core-binding factor subunit beta …;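 active = mean inhibition across duplicate retests at 20 µM reaching about 50%, limit read from the data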;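 note: 0% = DMSO wells and 100% = wells with excess untagged CBFb-SMMHC; inhibitors lower the FRET ratio by blocking Runt binding to CBFb-SMMHC; some results filed as inactive read as strong as hits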
PERK inh = block of dimerizer-induced PERK translation repression, primary screen, PERK inhibitor project, CHO PERK-DD cells, SEAP luminescence, HTS | AID 1416, 2008 | inhibition, % at 5.6 µM | CHO PERK-DD fusion, SEAP luminescence translation reporter | Eukaryotic translation initiation factor 2-alpha kinase 3 (Homo sapiens), Q9NZJ5 | actives 0.17% (n = 220,000);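 active = inhibition above the mean inhibition of all tested compounds plus 3 SD, set separately per screening campaign, cut at about 2.9% in these data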;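 note: PERK kinase domain activated by AP20187 dimerizer at 100 nM; 0% = DMSO with dimerizer and 100% = rapamycin at 8.4 µM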
RBBP9 inhibitor = human RBBP9 inhibitors, primary screen, biochemical, fluorescence polarization, FP-Rh probe, HTS; Serine hydrolase RBBP9 (Homo sapiens), O75884; recombinant RBBP9; inhibition, % at 7.94 µM; actives 0.2% (n = 220,000); AID 1515, 2009;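 active = inhibition above the campaign mean of all tested compounds plus 3 SD, cut at about 14% in these data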;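 note: plate controls were DMSO wells with RBBP9 for no effect and wells lacking RBBP9 protein for full effect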
Target sequence (O75884 whole entry, looked up): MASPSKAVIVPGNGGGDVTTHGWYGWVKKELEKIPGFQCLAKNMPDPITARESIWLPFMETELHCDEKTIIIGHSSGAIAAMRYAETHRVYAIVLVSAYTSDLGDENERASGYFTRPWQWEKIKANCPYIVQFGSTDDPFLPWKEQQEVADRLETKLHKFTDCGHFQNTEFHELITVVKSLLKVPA
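Measured by: FP readout at 525/598 nm; material: recombinant human RBBP9; also added: Serine-hydrolase probe FP-Rh, 375 nM pre-mixing; medium: Tris buffer pH 8.0, NaCl, Pluronic; replication: one well per compound; doses: one concentration, 7.94 µM nominal, 0.794% DMSO; timing: preincubation 30 min plus labeling 45 min at 25 °C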
EP2 antag = human EP2 receptor antagonists, primary screen, TR-FRET cAMP, C6 glioma cells; Prostaglandin E2 receptor EP2 subtype (Homo sapiens), P43116; C6 glioma cells expressing human EP2; cells stimulated with saturating PGE2; inhibition, % at 25 µM; actives 0.52% (n = 260,000); AID 1422, 2008;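 active = percent inhibition above 40 after rounding to a whole number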;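 note: rat C6 glioma host cells with rolipram phosphodiesterase inhibitor present; the protocol text gives 20 µM as final concentration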
Target sequence (P43116 whole entry, looked up): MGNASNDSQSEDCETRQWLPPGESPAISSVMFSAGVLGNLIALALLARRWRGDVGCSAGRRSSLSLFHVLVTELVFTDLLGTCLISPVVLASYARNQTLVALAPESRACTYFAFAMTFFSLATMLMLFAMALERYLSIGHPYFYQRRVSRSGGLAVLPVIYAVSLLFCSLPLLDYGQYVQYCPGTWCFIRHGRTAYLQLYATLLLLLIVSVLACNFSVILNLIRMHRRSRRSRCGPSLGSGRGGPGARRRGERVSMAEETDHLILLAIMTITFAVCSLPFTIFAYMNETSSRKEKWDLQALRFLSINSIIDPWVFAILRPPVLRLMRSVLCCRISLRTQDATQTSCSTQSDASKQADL
L929 necroptosis = inhibitors of zVAD-triggered necroptosis, primary screen, L929 cells | L929 zVAD necroptosis rescue, ATP luminescence, 24 h; with zVAD 60 µM | viability rescue, % at 10 µM | actives 0.38% (n = 220,000);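 active = activation, scaled between plate controls, above about 75%, limit read from the data; inactive = activation under that limit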;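 note: 0% = zVAD with DMSO and 100% = DMSO alone without zVAD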
TNF death inh = inhibitors of TNF-alpha triggered necroptosis, primary screen, cell-based, Jurkat FADD-/-, single concentration. activation (protection from cell death), % at 10 µM. AID 463075, 2010. actives 0.068% (n = 220,000). Jurkat FADD-/- TNF necroptosis rescue, ATP luminescence, 24 h; 0 = TNF only, 100 = no-TNF cells;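 active = activation, meaning protection from cell death, of at least 50% relative to plate controls; inactive = activation below 50%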;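 note: necroptosis triggered by 40 ng/mL TNF-alpha added together with compound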
Hck-Nef inh = inhibitors of Nef-activated human Hck kinase, primary screen, biochemical, Z-Lyte FRET, 384-well, Hck-YEEI | Tyrosine-protein kinase HCK (Homo sapiens), P08631 | Recombinant Hck-YEEI plus Nef, Z-Lyte FRET kinase assay | inhibition, % at 20 µM | actives 0.68% (n = 220,000) | AID 463187, 2010;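 active = Hck-Nef kinase inhibition above about 50%, limit read from the data; inactive = inhibition below that limit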;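 note: 0% = DMSO with Hck plus Nef and 100% = Hck alone without Nef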
Target sequence (P08631 whole entry, looked up): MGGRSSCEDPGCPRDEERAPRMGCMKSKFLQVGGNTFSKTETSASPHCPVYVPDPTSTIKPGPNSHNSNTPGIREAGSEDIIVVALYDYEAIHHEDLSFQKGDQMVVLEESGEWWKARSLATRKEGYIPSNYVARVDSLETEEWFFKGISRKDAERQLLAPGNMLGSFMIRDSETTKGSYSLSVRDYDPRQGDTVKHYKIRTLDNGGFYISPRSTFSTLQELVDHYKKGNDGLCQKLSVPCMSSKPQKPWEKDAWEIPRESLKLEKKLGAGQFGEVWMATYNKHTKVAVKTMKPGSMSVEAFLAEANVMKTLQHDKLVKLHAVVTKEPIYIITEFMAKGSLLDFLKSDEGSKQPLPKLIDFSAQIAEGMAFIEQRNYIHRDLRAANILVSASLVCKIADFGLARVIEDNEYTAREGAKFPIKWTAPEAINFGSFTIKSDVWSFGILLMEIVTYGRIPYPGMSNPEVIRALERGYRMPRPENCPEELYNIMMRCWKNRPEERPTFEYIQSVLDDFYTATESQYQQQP
EP2 mod = EP2 receptor modulators, cAMP readout, primary screen, cell-based, HTRF cAMP, PGE2 stimulation. EP2-expressing cells, cAMP HTRF FRET, PGE2 co-stimulation. induction, % at 25 µM. AID 940, 2007. actives 0.83% (n = 260,000). Prostaglandin E2 receptor EP2 subtype (Homo sapiens), P43116;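 active = compounds whose cAMP rise, as percent of the full-agonist control response, exceeds 60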;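 note: rat C6 glioma line stably carrying human EP2 under a CMV promoter; the protocol text gives 20 µM as final concentration; 100% = response of wells given 1 µM PGE2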
Runt-CBFb FRET = inhibitors of RUNX1 Runt–CBFb binding, primary screen, biochemical, FRET, Cerulean-Runt, Venus-CBFb, uHTS; Cerulean-Runt/Venus-CBFb FRET ratio 530/480, 1 h; inhibition, % at 20 µM; actives 0.46% (n = 220,000);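 active = inhibition over about 50% at 20 µM in the single-dose screen, limit read from the data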;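 note: 0% = DMSO wells and 100% = excess unlabeled CBFb competitor control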
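Schedule: protein complex preformed 1 h, compound exposure 1 h, room temperature, dark; test system: Cerulean-labeled Runt domain protein; amount: 100 nM per protein; buffer or medium: Tris 50 mM pH 7.5, KCl, K2SO4, 0.01% BSA; read-out: loss of energy transfer signal; detection: FRET fluorescence; controls: 5 µM unlabeled CBFb as full-inhibition high control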
Numbers without * were called inactive; . = no result given; & = joins results of further samples. A portion of the library, so the mix of outcomes need not match the whole.

SMILES	Runt-SMMHC FRET	PERK inh	RBBP9 inhibitor	EP2 antag	L929 necroptosis	TNF death inh	Hck-Nef inh	EP2 mod	Runt-CBFb FRET
CC(C)CC1NC(=O)N(CC(=O)N2CCCc3ccccc32)C1=O (stereo not given)	0	-0.4	1	3	0.8	0.1	16	-9	0
COc1ccc(CCNC(=S)Nc2cc(C)ccc2C)cc1	-2	-1.1	-6	8	-0.7	-13	0	-59	1
O=C1OCCC1Sc1nc2ccccc2c(=O)n1Cc1ccccc1 (stereo not given)	0	1.2	0	4	3.3	0.0	18	10	0
Cc1ccccc1OCCCC(=O)Nc1ccc2c(c1)OCO2	2	0.7	-3	2	-1.0	-2.7	-1	-27	2
Nc1c(-c2ccc(Cl)cc2)cnc2ncnn12	1	0.8	-1	6	0.3	-3.1	0	12	1
CC(C)(C)C(=O)c1sc(Nc2ccccc2)nc1N	-1	-0.3	-5	12	11	3.6	1	45	-2
O=C(Cc1coc2ccc3ccccc3c12)N1CCCC1	-2	-1.2	-7	5	-1.2	-0.7	8	4	0
CC(=O)c1sc(=S)n(-c2ccc(Cl)cc2)c1C	0	0.1	-2	12	0.6	-0.5	8	13	-1
CC(C)CNS(=O)(=O)c1ccc(CCC(=O)N2CCN(Cc3ccc4c(c3)OCO4)CC2)cc1	-5	-0.5	2	17	-0.6	-2.9	0	0	-3
CCCCC1(C)Nc2ccccc2-c2nc3ccccc3n21 (stereo not given)	40	0.3	-10	13	-0.1	-0.7	29	18	11
CN1C(=O)CC(N2CCN(CC(N)=O)CC2)C1=O (stereo not given)	1	2.3	9	6	-0.2	-1.9	1	1	-2
Cc1nn(Cc2c(F)c(F)c(F)c(F)c2F)c(C)c1NC(=O)c1c([N+](=O)[O-])c(C)nn1C	-5	0.6	4	5	-0.2	0.0	4	-19	-1
O=[n+]1c2c(n([O-])c3cc(F)ccc31)CCCC2	-1	2.2	-8	.	3.0	0.4	3	1	0
CC(C)(C)c1cc[n+](C2=C([O-])c3ccccc3C(=O)/C2=N\S(=O)(=O)c2ccccc2)cc1	0	0.7	3	2	21	-22	39	-12	-2
Cc1sc2ncnc(N3CCC(C)CC3)c2c1C	3	0.1	-5	10	-1.1	-0.9	12	48	-3
O=S(=O)(Nc1ccc2c(c1)OCCO2)c1ccc(F)cc1	-1	-0.2	6	10	1.2	3.9	1	-34	0
COC(=O)c1c(NC(=O)CSc2nnnn2-c2ccc3c(c2)OCO3)sc(C)c1C	2	0.9	-11	3&7	0.7	-0.4	6	15&15	1
CC(C)CN1C(=O)NC(NC(=O)c2cccs2)(C(F)(F)F)C1=O (stereo not given)	1	0.2	-5	15	-0.1	-1.1	0	2	-2
CN(C)c1nc(NCc2ccccc2)nc(SCC(=O)Nc2ccccc2)n1	3	-0.7	-3	5	0.2	-3.4	-1	40	1
CCc1cccc(CC)c1NC(=O)COn1nnc2ccc(C(F)(F)F)cc21	0	-0.2	-3	5	2.0	1.0	2	26	-1
CCOC(=O)Cc1csc(NC(=O)C2CCCN(S(=O)(=O)c3cnc[nH]3)C2)n1 (stereo not given)	-1	1.4	-3	15	1.1	0.7	0	11	2
Cc1ccc(-c2nc(CS(=O)CC(=O)NCc3ccc(Cl)cc3)c(C)o2)cc1 (stereo not given)	-5	0.4	-9	8	1.3	-1.3	1	-6	0
COc1cccc(OCC(O)CN2CCC(C)CC2)c1 (stereo not given)	-5	-0.4	-8	11	-0.1	-2.9	2	-10	-1
CNC(=S)NNC(=O)c1sccc1OCc1ccc(Cl)cc1Cl	-3	1.1	-4	4	-0.2	-0.5	0	0	0
COC(=O)c1ccc(COc2ncnc3sccc23)cc1	-1	-0.5	5	8	1.2	2.9	20	0	0

(next part)
SMILES	Runt-SMMHC FRET	PERK inh	RBBP9 inhibitor	EP2 antag	L929 necroptosis	TNF death inh	Hck-Nef inh	EP2 mod	Runt-CBFb FRET
O=C(/C=C/c1ccccc1)N1CCN(c2ccc([N+](=O)[O-])c(N3CCOCC3)c2)CC1	-8	-0.7	-8	15	-0.2	-9.4	0	-9	-1
CCSc1nc(N)c(C#N)c(-c2ccccc2Cl)c1C#N	3	1.4	-7	12	0.0	-0.7	0	42	3
Cc1ccc2nc(SCC(=O)Nc3ccc(F)cc3F)[nH]c2c1	2	-0.1	-7	4	0.6	2.1	11	-14	-2
Oc1ccc(Br)cc1/C=N/N1CCN(Cc2ccccc2)CC1	0	-0.8	0	11	0.0	-3.0	1	2	-1
CN(C)CCCOc1cccc(Cl)c1	0	1.1	0	9	.	2.1	3	2	-1
Nc1ccc2c(c1)C/C(=C/c1ccco1)C2=O	-193	0.8	-4	6	46	-1.4	5	-53	-79
Cc1cc(NC(=O)c2cc(CC(C)C)on2)no1	1	2.2	-3	10	3.7	-0.8	-5	15	1
CC(=O)/C(=N/Nc1ccc(Br)cc1)Sc1cccc2cccnc12	-4	1.3	1	6	-0.2	-1.8	2	-7	2
Cc1ccc(S(=O)(=O)N(C)c2ccc(C(=O)Nc3c(C)n(C)n(-c4ccccc4)c3=O)cc2)cc1	-2	0.4	-7	6	0.7	-0.7	4	7	0
Cc1onc(-c2c(Cl)cccc2Cl)c1C(=O)c1ccccc1	2	-0.6	-5	10	-0.3	1.4	14	29	2
CC(C)C(=O)Nc1ccc(C(=O)NCc2cccnc2)cc1	9	1.1	7	12&7	-0.9	-4.4	2	32&-16	0
CSc1cccc(NC(=S)N(CCCN2CCC(C)CC2)Cc2cccs2)c1	2	0.9	3	6	-1.3	2.1	-2	17	2
CCOC(=O)CCSc1nc(C)c2ccccc2n1	-1	1.6	-2	17	0.2	-5.1	0	25	1
O=C(Nc1ccccc1-c1ccccc1)c1ccc(Cl)c([N+](=O)[O-])c1	2	-1.2	-2	0	0.7	-1.1	-1	-6	-1
O=[N+]([O-])c1cc(S(=O)(=O)N2CCCC2)ccc1NCCCN1CCOCC1	0	0.2	0	6	1.0	0.7	1	0	-2
O=C(C1=C[C@@H]2[C@H]3C(=O)N(c4ccccc4)C(=O)[C@H]3[C@@H](C(=O)c3ccc(Cl)cc3)N2C=C1)c1ccccc1	-14	0.1	-10	8	1.8	-2.0	2	-8	-3
C/C=C/Cn1c(SC)nc2c1c(=O)[nH]c(=O)n2C	-3	0.5	-10	7	7.9	-0.3	11	29	13
Cc1nnc(SCc2ccccc2)nc1/C=C/NOCc1ccc(Cl)cc1Cl	3	1.0	-6	10	0.6	0.8	-2	36	-1
Cc1cccc(C)c1OCc1nnc2c3cnn(C)c3ncn12	1	-0.5	5	9	1.4	0.8	0	-44	0
COc1ccc(CNC(=O)CN(c2ccccc2)S(=O)(=O)N(C)C)cc1	0	0.1	-1	8	0.6	-0.4	-3	21	1
COc1ccccc1OCC(=O)Nc1cccc(C(=O)N2CCOCC2)c1	1	-0.8	0	7	0.2	1.2	13	10	1
COc1cccc(OC)c1C(=O)N1CC(C)OC(C)C1 (stereo not given)	-2	1.9	1	4	-0.2	-0.6	0	9	3
COC(=O)CCCC1=CC2=C(c3ccccc3)C(=O)C(C)(OC(=O)C3CCCC3)C(=O)C2=CN1C1CCCCC1 (stereo not given)	-11	.	.	5	-0.4	-1.0	13	33	0
CCOC(=O)C1C(=O)CC(C)(O)C(C(=O)OCC)C1/C=C/c1ccccc1 (stereo not given)	1	0.1	-4	-3	-0.5	-2.7	2	0	0
O=C(COc1ccc(CO)cc1)Nc1ccc(F)cc1	0	0.6	-6	10	0.1	0.4	2	-2	1
Cc1cccn2c(=O)c3cc(C(=O)N4CCCc5ccccc54)n(C)c3nc12	.	0.1	-7	.	0.3	-0.3	13	.	.
Cc1ccccc1CSc1nc2n(n1)C(c1cccs1)C1=C(CCCC1=O)N2 (stereo not given)	17	-1.4	-7	19	0.2	-1.6	-2	37	19
Cc1ccc(N2CCN(C(=O)c3ccccc3NC(=O)C3CC=CCC3C(=O)O)CC2)cc1 (stereo not given)	-1	0.0	-2	7	0.3	0.4	1	20	1
Nc1nc2n(n1)C(c1ccco1)CC(c1ccccc1)N2 (stereo not given)	-1	1.1	-2	6	0.2	-1.1	7	-11	-1
COC(=O)/C(=N/Nc1ccccc1C)Sc1nnc(C(O)c2ccccc2)n1-c1ccccc1 (stereo not given)	4	0.7	-6	3	1.5	1.1	0	17	-3

Among those listed so far, these have a CF3 group:
SMILES	Runt-SMMHC FRET	PERK inh	RBBP9 inhibitor	EP2 antag	L929 necroptosis	TNF death inh	Hck-Nef inh	EP2 mod	Runt-CBFb FRET
CC(C)CN1C(=O)NC(NC(=O)c2cccs2)(C(F)(F)F)C1=O (stereo not given)	1	0.2	-5	15	-0.1	-1.1	0	2	-2
CCc1cccc(CC)c1NC(=O)COn1nnc2ccc(C(F)(F)F)cc21	0	-0.2	-3	5	2.0	1.0	2	26	-1

Whole records from above. Order of values: Runt-SMMHC FRET	PERK inh	RBBP9 inhibitor	EP2 antag	L929 necroptosis	TNF death inh	Hck-Nef inh	EP2 mod	Runt-CBFb FRET
Cc1cccn2c(=O)c3cc(C(=O)N4CCCc5ccccc54)n(C)c3nc12 in the list: .	0.1	-7	.	0.3	-0.3	13	.	.
O=C(/C=C/c1ccccc1)N1CCN(c2ccc([N+](=O)[O-])c(N3CCOCC3)c2)CC1 in the list: -8	-0.7	-8	15	-0.2	-9.4	0	-9	-1
COc1ccccc1OCC(=O)Nc1cccc(C(=O)N2CCOCC2)c1 in the list: 1	-0.8	0	7	0.2	1.2	13	10	1
O=C(C1=C[C@@H]2[C@H]3C(=O)N(c4ccccc4)C(=O)[C@H]3[C@@H](C(=O)c3ccc(Cl)cc3)N2C=C1)c1ccccc1 in the list: -14	0.1	-10	8	1.8	-2.0	2	-8	-3
C/C=C/Cn1c(SC)nc2c1c(=O)[nH]c(=O)n2C in the list: -3	0.5	-10	7	7.9	-0.3	11	29	13
